# From PubChem
# STAT3 inh: inhibitors of IL-6 induced STAT3 signaling; U3A cells, IL-6 STAT3-luciferase reporter, luminescence; host cell line lacks STAT1; AID 862; inhibition, % at 5.5 µM; hit rate 0.89% among 190,000;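 active = inhibition above the mean inhibition across all screened compounds plus 3 SD, cut at about 44% in these data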;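 note: 0% = DMSO only wells and 100% = 100 µM nifuroxazide control wells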
# STAT1 inh: reduces IFN-gamma driven STAT1 reporter signal | inhibition, % at 5.5 µM | NIH 3T3 STAT1-luciferase reporter, luminescence | hit rate 0.35% among 200,000;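 active = inhibition above a set limit, the mean inhibition across all tested compounds plus 3 SD, cut at about 34% in these data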;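 note: 0% = IFN-gamma with DMSO and 100% = IFN-gamma with 300 µM nifuroxazide; values of inactives mirror those of a sister screen read the other way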
# PPARg SRC1 recr: promotes SRC-1 coactivator recruitment by human PPARgamma; P37231; PPARgamma-SRC-1 coactivator recruitment biochemical assay; activation, % at 8 µM; hit rate 0.41% among 200,000; AID 631; in the data active = activation above about 19%;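 note: 0% = DMSO and 100% = reference agonist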
# Target sequence (P37231 whole entry, looked up): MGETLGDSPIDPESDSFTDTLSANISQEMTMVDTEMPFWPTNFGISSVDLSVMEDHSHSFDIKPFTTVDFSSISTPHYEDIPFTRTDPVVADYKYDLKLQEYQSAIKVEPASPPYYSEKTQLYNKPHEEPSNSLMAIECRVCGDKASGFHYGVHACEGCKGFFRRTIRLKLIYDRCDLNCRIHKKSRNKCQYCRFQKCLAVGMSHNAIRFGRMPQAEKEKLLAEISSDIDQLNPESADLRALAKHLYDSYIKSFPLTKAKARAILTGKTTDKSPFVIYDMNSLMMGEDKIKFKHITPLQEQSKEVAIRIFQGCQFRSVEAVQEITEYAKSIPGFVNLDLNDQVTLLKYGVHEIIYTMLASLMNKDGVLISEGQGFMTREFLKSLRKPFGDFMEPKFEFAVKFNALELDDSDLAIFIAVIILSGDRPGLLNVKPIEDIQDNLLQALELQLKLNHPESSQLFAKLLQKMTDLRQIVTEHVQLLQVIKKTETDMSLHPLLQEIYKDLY
# bIAP inh: intestinal alkaline phosphatase (bovine) inhibition. purified bovine IAP, CDP-star luminescence, 30 min. inhibition, % at 20 µM. 190,000 tested, under 10 active;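 active = over 50% inhibition of intestinal alkaline phosphatase at 20 µM in the single-dose screen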
#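 Assay system – bovine IAP enzyme · Quantity – bovine IAP at 1/65,000,000 final dilution · Detection – CDP-star luminescence signal · Times – 30 min reaction at room temperature · Also added – CDP-star substrate at 30 µM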
# TNAP act hi DEA: activators of human TNAP at high phosphate acceptor concentration | purified TNAP, CDP-star luminescence, 1 M DEA, 30 min; hits give high values; 0 = EDTA background, 1 = DMSO-only activity | 200,000 tested, under 10 active | activation factor at 20 µM | P05186;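 active = activation factor at least 2 at 20 µM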
# Target sequence (P05186 whole entry, looked up): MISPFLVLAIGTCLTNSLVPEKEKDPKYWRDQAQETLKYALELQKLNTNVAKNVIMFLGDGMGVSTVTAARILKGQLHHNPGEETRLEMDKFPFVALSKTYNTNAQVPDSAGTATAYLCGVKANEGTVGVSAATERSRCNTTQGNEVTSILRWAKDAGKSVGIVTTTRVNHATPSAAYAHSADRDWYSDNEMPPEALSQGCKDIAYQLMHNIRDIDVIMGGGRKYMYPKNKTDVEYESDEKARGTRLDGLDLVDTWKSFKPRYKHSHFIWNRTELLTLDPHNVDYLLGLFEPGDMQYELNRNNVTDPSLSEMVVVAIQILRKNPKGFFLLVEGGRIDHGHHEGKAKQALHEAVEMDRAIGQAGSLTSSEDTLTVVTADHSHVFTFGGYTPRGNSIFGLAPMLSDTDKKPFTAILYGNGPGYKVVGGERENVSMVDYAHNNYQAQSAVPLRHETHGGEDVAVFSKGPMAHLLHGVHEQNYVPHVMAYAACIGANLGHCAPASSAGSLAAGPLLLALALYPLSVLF
#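 Measured by: Luminescent substrate turnover signal | Test system: Human TNAP | Input: TNAP 1/800 final | Dosing: 20 µM single point | Schedule: 30 min, room temperature | Controls: EDTA wells as negative control, DMSO wells as positive control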
# PPARg SRC2 recr: agonists of SRC-2 recruitment by human PPARgamma; P37231; PPARgamma LBD-SRC-2 recruitment, biochemical; activation, % at 8 µM; hit rate 0.34% among 200,000; in the data active = activation above about 22%;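 note: 0% = vehicle and 100% = reference agonist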
# STAT3 act: activators of IL-6 induced STAT3 signaling | hit rate 0.91% among 190,000 | U3A cells, IL-6 STAT3-luciferase reporter, luminescence; 100% = signal with IL-6 EC80 alone | activation (% of control), % at 5.6 µM;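 active = activation above the screen-wide mean of compound activation plus 3 SD, cut at about 130% in these data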;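 note: 0% = background luminescence of wells with medium and substrate only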
#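 Test system: human U3A cells carrying STAT3-luciferase construct; control set: IL-6-only wells as 100% reference; timing: compound pre-incubation 1 h before IL-6, then 6 h stimulation at 37 °C; also added: IL-6 stimulus at 33 ng/mL final; evaluation: % activation versus median of IL-6-stimulated wells; detection: reporter luminescence signal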
# PPARg SRC-3 ag: agonists of human PPARgamma SRC-3 coactivator recruitment | P37231 | biochemical PPARgamma/SRC-3 coactivator recruitment assay | activation, % at 8 µM | hit rate 0.26% among 200,000; in the data active = activation above about 23%;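 note: 0% = DMSO and 100% = reference agonist; some compounds past the cut are filed as inactive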
# ROMK primary: human ROMK K+ channel modulation, primary screen; P48048; Tet-inducible ROMK, thallium flux fluorescence; actives lie on both sides; B-score at 10 µM; hit rate 2% among 130,000; AID 1918;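 active = signal ratio slope over the read window, or its plate-corrected B-score, at least 3 SD from the plate mean, either direction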;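 note: B-score of the F/F0 ratio slope over 7 to 12 s after thallium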
# TR-FRET SRC-2 ct: counter-screen for PPARgamma SRC-2 recruitment agonists: TR-FRET artefact | hits give high values | TR-FRET ratio at 8 µM | hit rate 0.4% among 200,000 | AID 1049; in the data active = TR-FRET ratio above about 2000; note: inactives centre near 1500
# bIAP activator: intestinal alkaline phosphatase (bovine) activation. activation factor at 20 µM. hit rate 0.17% among 200,000. purified bovine IAP, CDP-star luminescence, 30 min; hits give high values; fold of DMSO-control signal, blank-subtracted;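 active = activation factor of 2 or more at 20 µM, a signal rise over negative controls twice the positive control's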
# * hit, by the source's call; / = not tested or not shown. No enrichment for hits. Share with any hit: about 3.7%.
SMILES,STAT3 inh,STAT1 inh,PPARg SRC1 recr,bIAP inh,TNAP act hi DEA,PPARg SRC2 recr,STAT3 act,PPARg SRC-3 ag,ROMK primary,TR-FRET SRC-2 ct,bIAP activator
Cc1ccc(N2CCN(C(=O)c3ccccc3NC(=O)C3CCCCC3C(=O)O)CC2)cc1 (centres undefined),-5.1,2.1,-2.6,-1.3,1,3.5,102.8,1.1,-0.916,1578,1
Cc1cccc(C(=O)N/N=C/c2ccccn2)c1,-9.3,-40.6,-1.3,2.8,1,-3.7,105.7,0.5,-0.422,1542,1
Cc1ccc(NC(=O)CSc2nnc([C@@H]3CCCN3C(=O)OC(C)(C)C)o2)c(C)c1,8.0,4.6,-0.6,-0.5,1.1,-4.2,93.9,-5.1,/,1487,1
O=C(O)c1ccc(N2C(=O)c3cccc4c(C(=O)O)ccc(c34)C2=O)cc1,-23.0,-1.1,5.0,-4.0,1.1,-2.5,120.4,-2.7,-0.967,1386,1
Cn1nnc2cc(NC(=O)N3CC4(C)CC3CC(C)(C)C4)ccc21 (centres undefined),0.5,2.3,-2.1,1.3,1,3.1,103.7,-15.0,/,1480,1
CCc1ccc(N2C(=O)CN(Cc3ccc(OC)c(OC)c3)C2=S)cc1,11.0,13.3,1.9,22.7,1,15.0,93.5,4.0,-1.24,1570,0.8
CSCCC(NS(=O)(=O)c1cccs1)C(=O)NCc1cccs1 (centres undefined),9.2,-0.1,-6.4,6.5,1,-4.5,98.4,-2.5,0.793,1508,0.9
CCCc1c(C(=O)OCC)[nH]c2c1C(=O)CCC2,12.2,2.6,-2.1,12.5,1,-6.9,93.9,-8.2,/,1644,0.9
S=C(NCC1CCCO1)N1CCN(Cc2ccccc2)CC1 (centres undefined),6.1,4.8,5.6,-0.5,1,-13.5,98.6,1.6,-0.591,1402,1
COC(=O)c1ccccc1NC(=O)N[C@@H](C)C(=O)OC,-5.4,1.2,-1.5,10.2,1.1,-6.6,107.6,-3.5,/,1563,0.9
COCCNC(=O)CSc1nnc(-c2ccccc2)c(-c2ccccc2)n1,5.2,3.8,-0.5,-2.4,1.1,5.6,101.4,-0.8,0.148,1780,1
CC(C)(C)CC(=O)OCC(=O)Nc1cc(C(C)(C)C)nn1-c1ccccc1,-3.3,-4.3,2.7,-5.2,1,4.3,101.4,-12.5,-1.29,1662,1.1
CCCCc1ccc(-c2nc(N)n[nH]2)cc1,6.2,-26.6,-1.3,-17.9,1,4.3,95.3,18.5,0.0486,1627,1.2
Cc1c(C(=O)NN2CCOCC2)oc2ccccc12,7.2,7.5,-6.0,-16.1,1,4.0,94.0,-0.3,/,1381,1.2
CCN(CC)c1ccc(S(=O)(=O)N2CCOCC2)cc1NC(=O)CSc1cccc[n+]1[O-],11.3,1.1,12.7,13.4,1,1.9,94.0,2.4,0.437,1515,0.9
O=C(CSc1nnnn1C1CCCC1)c1ccc2c(c1)OCCO2,13.5,-15.3,6.5,19.6,1,-1.1,91.4,-7.3,-0.539,1682,0.8
Cc1cccc(NS(=O)(=O)c2cc(C(=O)N3CCN(C)CC3)ccc2C)c1,6.3,1.0,-3.4,0.0,1,8.3,100.5,-5.1,-0.563,1516,1
O=C(OCC(=O)N1c2ccccc2Sc2ccccc21)c1ccc[n+]([O-])c1,3.5,15.0,3.3,6.5,1,0.8,101.2,1.6,0.141,1593,0.9
COc1ccc(C(=O)Cc2ccc3c(c2)OCO3)c(O)c1,-14.7,-50.0,4.4,4.8,1,4.6,110.5,1.4,0.172,1458,1
COc1cccc(-n2ccnc2SCC(=O)Nc2ccccc2F)c1,-0.7,-10.0,-6.9,8.6,1,-0.8,102.5,0.0,-1.08,1405,0.9
CCC(c1nnc(SCC(=O)Nc2cccnc2Cl)n1-c1ccccc1)N(C)C (centres undefined),7.7,0.3,-3.2,14.1,1,4.3,97.9,-0.7,0.559,1670,0.9
COc1ccc(N/C=C2\CCc3ccccc3C2=O)cc1,90.3*,76.0*,4.2,17.2,0.9,3.3,25.2,14.9,-1.77,1546,0.8
COCCn1nnnc1C(C(C)C)N1CCSCC1 (centres undefined),6.3,4.4,3.9,-0.8,1,0.6,96.6,9.2,0.0412,1678,1
CCOc1ccccc1-n1c(CN2CCN(C(=O)c3ccco3)CC2)nc2ccccc2c1=O,5.0,3.4,-2.2,-3.4,1,0.8,98.3,3.1,/,1456,1
CN(C)S(=O)(=O)c1ccc(C(=O)NCCN2C(=O)S/C(=C\c3cccnc3)C2=O)cc1,2.7,-0.2,1.3,-24.6,1,-2.5,101.8,2.2,-0.859,1461,1.2
Cc1ccc(NC(=O)Nc2cnc3ccccc3c2)cc1,4.8,-90.0,9.6,-19.5,1.1,7.7,102.0,3.2,/,1683,1.2
COC(=O)C1(S(=O)(=O)c2cc(Br)cc3c2N(C(C)=O)CC3)CC1,2.6,1.1,-0.1,5.9,1.1,-4.5,100.2,0.7,1.63,1406,0.9
CC1=NN(/C(=N\c2nnc(C)s2)Nc2ccc(C)cc2)[C@H](c2ccc(C)cc2)S1,-1.5,-1.4,4.9,20.6,1,9.6,102.9,-1.3,/,1238,0.8
Cc1ccc2cc(C)c(Sc3nnnn3-c3ccccc3)nc2c1,11.4,7.2,0.9,16.5,1.1,2.2,92.1,-1.9,/,1626,0.8
Cn1c(-c2ccccc2)cnc1SCC(=O)N1CCCCC1,65.7*,21.5,3.8,-4.9,1,13.5,46.6,7.2,0.234,1557,1
CC(=O)Nc1cc(-c2ccc(Cl)cc2)nn1-c1ccccc1,28.3,-2.3,2.1,5.3,1,-0.5,78.0,-2.2,/,1417,0.9
Cc1[nH]c2ccccc2c1/C=C(\C#N)S(=O)(=O)c1ccccc1,0.2,3.2,1.1,12.6,1,-5.2,102.8,-14.9,0.48,1308,0.9
CN(C)CC#CCCCCCCC#CCN(C)C,2.1,-0.8,1.5,0.8,1,-0.2,104.8,3.5,-0.0865,1460,1
CCOC(=O)/C(C#N)=C1/C=C(C)c2ccccc2N1,28.2,-1.8,7.5,-5.8,1.1,4.0,81.8,1.8,0.0162,1409,1.1
O=C1CC(c2c(F)cccc2Cl)C(n2cncn2)C(O)=C1C1NCCc2ccccc21 (centres undefined),-5.4,-3.1,3.1,-6.8,1,0.9,110.8,-5.5,0.752,1536,1.1
COc1ccc(CCn2nnnc2C(C(C)C)N2CCC(C(N)=O)CC2)cc1OC (centres undefined),0.5,2.1,2.7,8.8,1,-0.9,103.2,0.2,-0.108,1471,0.9

# 3 entries from above, sorted by SMILES length, largest number first:
SMILES,STAT3 inh,STAT1 inh,PPARg SRC1 recr,bIAP inh,TNAP act hi DEA,PPARg SRC2 recr,STAT3 act,PPARg SRC-3 ag,ROMK primary,TR-FRET SRC-2 ct,bIAP activator
CCN(CC)c1ccc(S(=O)(=O)N2CCOCC2)cc1NC(=O)CSc1cccc[n+]1[O-],11.3,1.1,12.7,13.4,1,1.9,94.0,2.4,0.437,1515,0.9
O=C1CC(c2c(F)cccc2Cl)C(n2cncn2)C(O)=C1C1NCCc2ccccc21 (centres undefined),-5.4,-3.1,3.1,-6.8,1,0.9,110.8,-5.5,0.752,1536,1.1
S=C(NCC1CCCO1)N1CCN(Cc2ccccc2)CC1 (centres undefined),6.1,4.8,5.6,-0.5,1,-13.5,98.6,1.6,-0.591,1402,1

# Continued.
SMILES,STAT3 inh,STAT1 inh,PPARg SRC1 recr,bIAP inh,TNAP act hi DEA,PPARg SRC2 recr,STAT3 act,PPARg SRC-3 ag,ROMK primary,TR-FRET SRC-2 ct,bIAP activator
Nn1c(SCc2cccc(C(F)(F)F)c2)nnc1-c1ccco1,5.2,5.5,-7.1,1.3,1.1,-4.7,100.1,-10.7,/,1453,1
O=C(CSc1nccn1Cc1ccccc1)Nc1nccs1,-7.5,-12.4,-0.9,9.5,1.1,10.5,109.0,7.8,/,1445,0.9
COc1ccc(C2=C(c3ccc([N+](=O)[O-])cc3)C(=O)OC2)cc1,-6.4,8.2,-2.9,7.4,1,-5.4,112.5,-2.3,0.13,1577,0.9
Cc1ccc(Cl)cc1NC(=S)N(CCCN1CCN(C)CC1)Cc1cccs1,8.2,4.9,2.6,-3.4,1.1,2.5,98.7,-2.5,0.295,1815,1
CCc1ccccc1N(CC(=O)N1CCN(c2ccccc2)CC1)S(C)(=O)=O,8.6,23.1,-0.5,1.7,1.1,-3.2,101.1,-7.1,/,1520,1
O=CNCC(=O)NCCc1ccc(Cl)cc1,2.7,5.6,3.7,9.0,1,8.5,102.0,-7.4,-0.943,1556,0.9
COc1ccc(NC(=O)c2sccc2C)cn1,23.2,-23.1,10.9,-2.0,1,10.2,86.1,3.3,0.346,1566,1
O=C(CSc1nnc(NC2CCCCC2)s1)NN1C(=O)NC2(CCCCC2)C1=O,5.2,9.1,6.0,8.2,1,5.3,97.5,4.1,-0.0742,1553,0.9
COCCCNc1oc(-c2cccs2)nc1S(=O)(=O)c1ccc(C)cc1,10.8,-1.7,14.7,-0.1,1,-1.8,94.9,32.5*,-1.12,1478,1
c1ccc(Cn2nnc3c(NCC4CCCO4)ncnc32)cc1 (centres undefined),2.8,-1.2,4.1,-5.7,1,-1.2,100.9,-1.9,/,1551,1.1
CCn1ncc2c1C(=O)NC1c3ccccc3C(=O)N21 (centres undefined),-9.1,-2.7,-1.9,9.7,1.1,1.1,110.7,-9.3,0.413,1427,0.9
CC1=C(C(=O)OCC2CCCO2)C(c2coc3ccc(Cl)cc3c2=O)C2=C(CCCC2=O)N1 (centres undefined),-26.6,7.6,-6.9,-0.4,1,9.8,134.1*,3.0,-2.69*,1723,1
CC(C)(C)SCCNC(=O)c1cccc([N+](=O)[O-])c1,6.7,-1.3,3.4,19.2,1.1,-3.2,96.1,0.6,/,1577,0.8
COc1ccc(N)c2c1C(=O)c1ccccc1C2=O,16.6,-19.1,23.0*,-5.1,0.7,33.6*,88.3,27.1*,0.0509,1893,1.1
CC(=O)N(C(C)=O)n1c(C)nc2sc3c(c2c1=O)CCCC3,-14.4,-2.0,-1.3,-4.4,1,3.5,120.2,5.7,-1,1633,1
Cc1c(NC(=O)c2cc(=O)[nH]c3ccccc23)c(=O)n(-c2ccccc2)n1C,-2.5,0.3,0.9,4.5,1,-9.6,103.4,-1.1,/,1420,1
O=C(O)CC(CP(=O)(c1ccccc1)c1ccccc1)C(=O)O (centres undefined),-1.1,4.0,0.5,1.0,1,2.6,104.5,-8.5,/,1537,1
O=C(CCC(=O)Nc1ccccc1Cl)N/N=C/c1c[nH]c2ccccc12,10.2,14.8,11.3,-12.8,1,0.7,95.0,5.0,0.261,1600,1.1
COc1ccc(Br)cc1C(=O)Nc1nnn(C)n1,19.0,7.9,-0.1,6.0,1,6.4,84.2,-6.4,0.348,1523,0.9
S=C(Nc1ccccc1)N1CCN(C(=S)c2ccccc2)CC1,-21.2,2.5,1.2,-4.3,1,5.2,128.8,0.1,0.285,1480,1
